Assay outcomes (PubChem)
MITF inh: MITF inhibitors, primary screen, biochemical, AlphaScreen, human | Microphthalmia-associated transcription factor (Homo sapiens), O75030 | AlphaScreen MITF homodimerization, bead proximity signal | inhibition, % at 2.6 µM | hit rate 0.91% among 650,000; in the data active means inhibition above about 50%;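 further: 0% = vehicle wells with protein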
FBW7 activator: FBW7 E3 ligase activators, primary screen, biochemical, AlphaScreen, human; AlphaScreen FBW7–phospho-cyclin E peptide binding, activator screen; F-box/WD repeat-containing protein 7 (Homo sapiens), Q969H0; hit rate 0.13% among 650,000; normalized activity (activation), % at 26.1 µM; in the data active means normalized activity above about 1.9%;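 further: purified mutant Fbw7 with reduced substrate affinity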
Target sequence (Q969H0 whole entry, looked up): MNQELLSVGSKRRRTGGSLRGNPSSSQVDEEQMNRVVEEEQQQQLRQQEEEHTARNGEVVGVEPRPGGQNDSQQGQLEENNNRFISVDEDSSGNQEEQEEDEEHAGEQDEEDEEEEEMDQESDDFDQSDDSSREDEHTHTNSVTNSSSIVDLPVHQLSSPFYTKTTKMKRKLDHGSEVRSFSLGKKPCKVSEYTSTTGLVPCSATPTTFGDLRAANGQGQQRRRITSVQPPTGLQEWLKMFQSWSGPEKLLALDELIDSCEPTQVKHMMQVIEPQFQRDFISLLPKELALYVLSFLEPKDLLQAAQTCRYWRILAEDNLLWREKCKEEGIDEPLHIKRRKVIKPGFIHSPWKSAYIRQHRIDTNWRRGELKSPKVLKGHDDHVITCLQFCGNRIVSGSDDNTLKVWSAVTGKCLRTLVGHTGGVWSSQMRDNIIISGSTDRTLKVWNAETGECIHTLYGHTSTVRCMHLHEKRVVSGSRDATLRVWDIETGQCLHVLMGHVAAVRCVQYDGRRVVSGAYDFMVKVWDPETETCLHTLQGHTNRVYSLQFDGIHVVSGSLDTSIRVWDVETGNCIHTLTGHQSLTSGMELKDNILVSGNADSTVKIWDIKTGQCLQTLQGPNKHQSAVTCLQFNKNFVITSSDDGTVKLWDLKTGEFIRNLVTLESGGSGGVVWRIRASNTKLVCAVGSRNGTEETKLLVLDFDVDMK
TEAD-YAP inh: TEAD-YAP interaction inhibition, primary screen, TEAD-YAP interaction inhibitor project, luminescence, HEK-TIYL cells. TEAD-Gal4/YAP UAS-luciferase luminescence. inhibition, % at 9.12 µM. hit rate 1.4% among 640,000; in the data active means inhibition above about 32%;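 further: 0% = median of test compound wells and 100% = reference inhibitor wells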
GPR151 ag: activators of human GPR151, primary screen, cell-based, PathHunter beta-arrestin, luminescence; PathHunter beta-arrestin GPR151 cells; activation, % at 11.2 µM; hit rate 1% among 650,000; AID 1508602, 2020; in the data active means activation above about 4.9%;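 further: 0% = median of compound wells and 100% = cells with positive control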
Target sequence (Q8TDV0 whole entry, looked up): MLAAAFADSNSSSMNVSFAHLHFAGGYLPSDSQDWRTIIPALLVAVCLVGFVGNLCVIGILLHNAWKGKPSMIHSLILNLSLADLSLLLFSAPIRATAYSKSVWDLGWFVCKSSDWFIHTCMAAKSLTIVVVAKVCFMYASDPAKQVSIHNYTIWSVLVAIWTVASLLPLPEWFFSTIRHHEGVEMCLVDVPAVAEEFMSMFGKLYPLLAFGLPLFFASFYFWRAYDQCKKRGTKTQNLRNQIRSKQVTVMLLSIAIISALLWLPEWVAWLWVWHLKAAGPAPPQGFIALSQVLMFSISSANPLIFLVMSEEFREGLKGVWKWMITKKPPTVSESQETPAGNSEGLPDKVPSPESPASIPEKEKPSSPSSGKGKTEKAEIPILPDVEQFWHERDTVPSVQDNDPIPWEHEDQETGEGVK
* hit, by the source's call.

SMILES	MITF inh	FBW7 activator	TEAD-YAP inh	GPR151 ag
Cc1ccc(Cn2c(C)c(CNC3CCCC3)c(C(=O)O)c2C)cc1	-3	0.2	5	-1.6
O=C(c1ccc(S(=O)(=O)Cc2cccc(F)c2)c([N+](=O)[O-])c1)N1CCC(Cc2ccccc2)CC1	-7	-0.2	6	0.5
COCCCN(C(=O)C1CCCCC1)c1c(N)n(Cc2ccccc2)c(=O)[nH]c1=O	10	0.0	-11	0.9
Cc1ccnc(NC(=O)CCC(=O)N(CC(=O)NC2CCCCC2)c2ccc(F)cc2)c1	0	0.8	-7	-0.1
CC(=O)NCCNC(=O)c1ccc(-c2ccc(C(C)=O)s2)nc1NCc1cccnc1	2	0.2	11	-1.0
N#CC(=C(\N)Sc1ccccc1N)/C(C#N)=C(/N)Sc1ccccc1N	19	0.1	-12	-1.9
O=c1c2ccccc2nc(SCc2cccc3ccccc23)n1-c1ccccc1	-1	0.0	-7	-1.1
O=C1N2CCCc3cccc(c32)C12Nc1ccccc1S2 (centres undefined)	11	-0.2	14	-1.1
CC(=O)NS(=O)(=O)c1ccc(-c2ccc(/C=C3/C(=O)N(C)C(=O)C(C#N)=C3C)o2)cc1	24	0.3	1	-1.0
Cc1ccc2occ(CN3CCC(C4(CCC(C)C)NC(=O)NC4=O)CC3)c(=O)c2c1 (centres undefined)	0	-0.1	9	0.0
CCCNC(=O)Cn1cnc2sc(C(=O)NCC3CCCN3CC)c(C)c2c1=O (centres undefined)	16	0.3	7	-0.9
COc1ccccc1Nc1nc(-c2ccccc2)c(C)s1	-10	-0.3	-13	-0.1
O=C(CN1CCN(Cc2cccc(Cl)c2)C1=O)NCc1ccccc1Cl	0	0.1	4	0.2
CC(=O)Nc1cccc(-c2nnc(SCC(=O)c3ccc(Br)cc3)n2C)c1	9	0.0	2	-0.4
CCc1nnc(NC(=O)CSc2ccc(-c3cccs3)nn2)s1	1	-0.2	-11	-3.0
CCCN(CCC)c1ccc(/C=N/NC(=O)c2cccnc2)cc1	8	0.1	0	0.5
COCCNC(=S)NNC(=O)CSCc1ccc(Cl)cc1Cl	0	0.6	11	-1.5
C=CCn1c(SCC(=O)Nc2c(C)cc(C)cc2C)nnc1-c1cccnc1	11	0.0	4	1.1
O=C(Nc1c(F)cc(F)cc1Br)c1cc(S(=O)(=O)N2CCCCC2)ccc1F	-2	0.1	5	-0.5
N#Cc1cc2c(nc1SC1CC(=O)N(c3ccccc3)C1=O)CCC2 (centres undefined)	-9	-0.2	39*	1.1
O=C1CCCCC1Sc1nnc(-c2ccco2)o1 (centres undefined)	4	-0.1	-59	0.5
CN(C)c1cccc(C(=O)OC2CCCCC2=O)c1 (centres undefined)	-6	0.1	-37	0.2
COC(=O)/C(C#N)=C/c1c(Oc2ccc(OC)cc2)nc2c(C)cccn2c1=O	3	-0.2	4	0.7
CCC(=O)C1=C(O)C(c2cccc(Oc3ccccc3)c2)CCC1=O (centres undefined)	-6	0.4	2	0.7
CCOC(=O)CCC(=O)N1CCCC(c2nnc(-c3ccc(OC)cc3)s2)C1 (centres undefined)	-13	0.0	-15	-0.8
O=C1OC(c2ccccc2Cl)=N/C1=C\c1ccc(Br)cc1	17	0.0	2	1.3
COc1ccc(CNc2ccnc3c(-c4cccc(N)c4)cnn23)cc1	17	0.7	-5	0.0
COc1ccc(Nc2nnc(SCc3cc([N+](=O)[O-])cc4c3OCOC4)s2)cc1	1	0.0	3	-0.5
O=C(CSc1ccsc1[N+](=O)[O-])NCc1ccc(F)cc1	-4	-0.2	-48	3.7
Cc1ccc(C)c(NC(=O)CCN2CCc3ccccc3C2)c1	-1	0.0	-1	-0.6

For reference, part of the list above.
SMILES	MITF inh	FBW7 activator	TEAD-YAP inh	GPR151 ag
CCc1nnc(NC(=O)CSc2ccc(-c3cccs3)nn2)s1	1	-0.2	-11	-3.0
CCCN(CCC)c1ccc(/C=N/NC(=O)c2cccnc2)cc1	8	0.1	0	0.5
COCCNC(=S)NNC(=O)CSCc1ccc(Cl)cc1Cl	0	0.6	11	-1.5
C=CCn1c(SCC(=O)Nc2c(C)cc(C)cc2C)nnc1-c1cccnc1	11	0.0	4	1.1
O=C(Nc1c(F)cc(F)cc1Br)c1cc(S(=O)(=O)N2CCCCC2)ccc1F	-2	0.1	5	-0.5
N#Cc1cc2c(nc1SC1CC(=O)N(c3ccccc3)C1=O)CCC2 (centres undefined)	-9	-0.2	39*	1.1
O=C1CCCCC1Sc1nnc(-c2ccco2)o1 (centres undefined)	4	-0.1	-59	0.5
CN(C)c1cccc(C(=O)OC2CCCCC2=O)c1 (centres undefined)	-6	0.1	-37	0.2
COC(=O)/C(C#N)=C/c1c(Oc2ccc(OC)cc2)nc2c(C)cccn2c1=O	3	-0.2	4	0.7
CCC(=O)C1=C(O)C(c2cccc(Oc3ccccc3)c2)CCC1=O (centres undefined)	-6	0.4	2	0.7
CCOC(=O)CCC(=O)N1CCCC(c2nnc(-c3ccc(OC)cc3)s2)C1 (centres undefined)	-13	0.0	-15	-0.8
O=C1OC(c2ccccc2Cl)=N/C1=C\c1ccc(Br)cc1	17	0.0	2	1.3
COc1ccc(CNc2ccnc3c(-c4cccc(N)c4)cnn23)cc1	17	0.7	-5	0.0

Other records:
SMILES	MITF inh	FBW7 activator	TEAD-YAP inh	GPR151 ag
COc1ccccc1Oc1ccc(S(=O)(=O)NCc2ccccn2)cc1	-5	0.1	11	2.6
CCOc1cc(C2Nc3ccccc3C(=O)N2c2ccccc2)ccc1O (centres undefined)	-2	0.2	-26	-1.1
COc1ccc(NS(=O)(=O)c2ccc3c(c2)NC(=O)C(C)C(=O)N3)cc1OC (centres undefined)	2	-0.1	-12	0.2
Cc1nc(N)sc1C(=O)N/N=C/c1cccc(Br)c1	-7	0.1	-34	0.1
CCn1ccnc1[C@@H]1C[C@H]2CN(C)C(=O)[C@]23CCCN13	1	0.1	-1	1.9
CCN(CC)C(=O)C1CCCN(c2nc(C)cc(NCCc3ccc(OC)cc3)n2)C1 (centres undefined)	18	0.1	-10	-1.4
O=C(CN1C(=O)NC(c2ccccc2)(c2ccccc2)C1=O)NC(=O)NC1CCCC1	2	0.0	8	-0.5
CCCCN(C)CCCN(Cc1ccco1)C(=S)Nc1ccccc1Cl	19	0.1	8	0.3
COc1cccc(CC2=NOC(C(=O)NCc3ccc(Cl)s3)C2)c1 (centres undefined)	3	0.0	-10	0.9
Cc1cc(=O)nc2c3ccccc3n(CC(=O)Nc3ccccc3Cl)n12	3	1.3	-10	-0.2
Cn1c(SCC(=O)Nc2ccc(Br)cc2)nc2c(c1=O)SCC2	-5	-0.4	1	3.4
CC(C)(C)C(=O)NNC(=O)COc1ccccc1-c1ccccc1	3	0.5	-2	-1.1
Oc1ccc(C(c2nnnn2C2CCCC2)N2CCOCC2)cc1 (centres undefined)	-3	0.0	4	2.1
O=C(Nc1ccccc1)Oc1cc2sc(=O)oc2cc1Cl	8	0.1	-7	-3.0
COc1ccc(-c2nc(-c3cccc(Br)c3)no2)cc1OC	-4	-0.1	1	1.3
COc1cncc(-c2cncc(-c3cccs3)n2)c1	10	-0.1	-2	-0.3
CC(C)N1CCC(N2CCN(Cc3cccn3-c3ccccn3)CC2CCO)CC1 (centres undefined)	-3	-0.1	-10	0.0
CSc1cccc(C(=O)N2CCC(Oc3nc4c(C)cccc4s3)CC2)c1	6	-0.5	10	1.3
CCOC(=O)c1ccc(NC(=O)C(=O)NCc2ccc(Cl)cc2)cc1	-9	0.0	4	1.0
Cc1c(Cl)cccc1NC(=O)CCS(=O)(=O)c1cc2c(cc1Cl)NC(=O)CO2	-3	-0.2	-8	0.6
Cc1nn(C)cc1NC(=O)CCSc1nc(-c2ccco2)cc(C(F)(F)F)n1	-3	-0.5	-5	-1.6
O=[N+]([O-])c1cccc(Cl)c1N1CCN(S(=O)(=O)c2cccc3nsnc23)CC1	4	0.2	2	-0.8
Cc1cccc(Nc2nc(-c3ccc([N+](=O)[O-])cc3)nc3ccccc23)c1C	-15	-0.1	-4	-2.2
CC(NS(=O)(=O)c1ccc(Oc2ccc(Br)cc2)cc1)c1ccc(Br)cc1 (centres undefined)	-12	-0.1	-7	-0.3
O=[N+]([O-])/C=C\c1ccc(N2CCCCC2)cc1	-1	-0.1	31	0.0
COc1ccc(C2=NS(=O)(=O)N(C)C(C(=O)N3CCCC3)=C2)cc1	0	-0.2	7	3.3
CCOc1ccc(S(=O)(=O)Nc2ccc(CC)cc2)cc1	14	0.6	9	3.3
O=C(CNc1ccc(I)cc1)N/N=C/c1ccc(F)cc1	27	0.1	4	1.6
CCOc1ccc(-c2csc3nc(-c4ccccc4OC)oc(=O)c23)cc1	-5	-0.1	-3	0.4
c1ccc2c(c1)CCN(Cc1nnnn1Cc1ccc3c(c1)OCO3)C2	9	0.1	-1	0.1
c1cc2nncn2nc1N1CCCCC1	-7	-0.1	-9	0.7
COc1ccccc1C(=O)CSC1=NCCS1	3	-0.2	1	2.5
COc1ccccc1CCc1nnc(CCC(=O)NCC[C@@H]2C[C@@H]3C=C[C@H]2C3)o1	6	0.0	-2	1.7
Cc1ccc2nc(C)cc(C(=O)N3CCC[C@@H]4CN(C(=O)C(C)C)CC[C@H]43)c2c1	12	0.1	-2	0.5
Cn1c(SCC(=O)OC2CCCCC2)nnc1-c1ccc2c(c1)OCO2	8	0.0	-3	-0.3
CCOC(=O)C(C)Oc1ccc2c(-c3cccc([N+](=O)[O-])c3)cc(=O)oc2c1 (centres undefined)	6	0.0	14	0.2
O=S(=O)(NCCC12CC3CC(CC(C3)C1)C2)c1cc(Cl)ccc1Cl	-9	0.0	2	-0.7
COCc1cc(C)nc2sc(C(=O)Nc3ccc([N+](=O)[O-])cc3)c(N)c12	17	0.1	-32	0.0
O=C(CCCn1c(=O)[nH]c2ccc(Br)cc2c1=O)NCc1ccccc1	16	-0.1	-2	-0.8
COc1ccc(CNc2nc3nc(C)cc(=O)n3[nH]2)cc1OC	-7	-0.1	-2	-0.3
Cc1ccc([N+](=O)[O-])c2cccnc12	4	-0.1	-3	1.8
O=C(CC1C(=O)NCCN1CC1CCCCC1)NCCOc1cccnc1 (centres undefined)	-8	0.3	0	3.2
CCN(CC)Cc1cc(NC2=NS(=O)(=O)c3ccccc32)ccc1O	18	0.2	5	2.1
Cc1ccc(Cl)cc1N1CCN(C(=O)c2ccc(N(C)S(C)(=O)=O)cc2)CC1	17	0.9	7	0.2
COc1ccc2c(c1)c(CC(=O)NC(C)c1ccccc1)c(C)n2C(=O)c1ccc(Cl)cc1 (centres undefined)	-5	-0.3	-4	1.2
CCOc1ccccc1CNn1c(-c2cccc(C)c2)nc2ccccc2c1=O	23	0.6	7	-1.0
Cc1ccc(-n2cc(-c3ccccc3)c3c(NCC4CCCO4)ncnc32)cc1 (centres undefined)	4	0.1	1	0.9
C=C(C)CN(CC)Cc1nc(N)c2ccc(Cl)cc2n1	15	0.3	-1	-0.5
CCC(=O)N1CCN(c2cc(C)c([N+](=O)[O-])cc2F)CC1	10	0.0	4	3.8
CCOCCOC(=O)C1=C(C)NC2=C(C(=O)CC(c3cccs3)C2)C1c1ccc([N+](=O)[O-])cc1 (centres undefined)	2	0.0	22	0.2

(listing goes on)
SMILES	MITF inh	FBW7 activator	TEAD-YAP inh	GPR151 ag
O=C(NCCn1nc(-c2cccs2)oc1=O)c1cnccn1	-3	0.0	-1	-0.7
OCCNc1nc(Nc2ccc(OC(F)(F)F)cc2)nc(N2CCN(C34CC5CC(CC(C5)C3)C4)CC2)n1	5	0.0	0	-1.3
COc1ccccc1-c1nnc(SCC(=O)/C(C#N)=C(\C)N)n1N	35	-0.1	2	2.8
Cc1cccc(-n2ncc3c(N4CCN(c5ccccc5F)CC4)ncnc32)c1	-13	0.1	1	-1.1
CCOc1ccc(Cl)cc1-c1nc2sc3c(c2c(=O)[nH]1)CCCC3	15	0.0	-2	1.0
CCCCOC(=O)COc1ccc2c(=O)c(-c3ccccc3OC)c(C(F)(F)F)oc2c1	-4	0.0	3	1.0
CC(=O)Nc1cccc(C(=O)N/N=C/c2c(O)ccc3ccccc23)c1	19	0.5	15	0.2
O=C(CCCn1c(SCc2ccccc2)nc2ccsc2c1=O)NCCc1ccccc1	29	0.4	-2	-0.6
O=C(c1ccc(N2CCC(NCCc3ccco3)CC2)cc1)N1CCOCC1	10	0.2	-4	1.0
CC(=O)NC1(c2ccccc2)CCN(CC(=O)Nc2nnc(C)s2)CC1	13	0.1	-1	-0.7
COCCNC(=O)CN(Cc1ccccc1)S(=O)(=O)c1ccc(Cl)cc1	7	0.1	3	-0.1
C=C(C)c1cccc(C(C)(C)NC(=O)NCCCN(C)C)c1	-3	0.0	-7	-0.1
Cc1c(CC(Cl)(Cl)Cl)c2c(n1N(C)C)CC(C)(C)CC2=O	3	0.1	-13	1.1
Cc1ccccc1CN1C(=O)C2C3C=CC(CC3)C2C1=O (centres undefined)	-6	-0.1	10	-0.3
CCn1c(SCC(=O)Nc2ccccc2C)nnc1C1CC1	-1	0.0	-2	0.7
O=C(Nc1cccc(-c2ccc(F)cc2)c1)C1CCCN(C(=O)C2CCOCC2)C1 (centres undefined)	11	0.1	7	-1.5
COc1ccccc1CNC(=O)COc1ccc([N+](=O)[O-])cc1	-3	0.0	-12	2.0
O=P1(Nc2ccc(F)cc2F)C=C(c2ccccc2)OC(c2ccccc2)=C1	0	0.1	-8	1.0
O=C(Cn1cnc2ccccc21)NNC(=S)NCc1ccco1	-4	0.0	-4	-1.4
CC(=O)C1=C(O)C(=O)N(CC#N)C1c1ccccc1 (centres undefined)	4	0.1	2	-0.8
